Bioassay records deposited in PubChem BioAssay by University of Kansas High Throughput Screening Laboratory.
mHTT-CaM PPI inh = mutant huntingtin-calmodulin interaction inhibitors – biochemical, AlphaScreen, primary screen; P42858; AlphaScreen His-mHTT/GST-CaM binding, luminescence; inhibition, % at 15 µM; 190,000 tested, 3.6% active;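 further: 0% = both proteins with DMSO and 100% = one protein alone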
Pf apPOL inh = Pf-apPOL inhibitors, biochemical, fluorescence; Plasmodium falciparum apicoplast DNA polymerase (apPOL); Recombinant Pf-apPOL, molecular beacon fluorescence, 1.5 h; inhibition, % at 10 µM; 210,000 tested, 0.25% active
Starred values were filed as active, the others as inactive; / = not tested or not shown; & = joins results of further samples. No stated cut-off is given here; in the data, active means inhibition above about 50%; inactive means the rest.

SMILES	mHTT-CaM PPI inh	Pf apPOL inh
CC(C)c1ccc(S(=O)(=O)NCc2ccc3c(c2)OCO3)cc1	-1.4	-10.7
COc1ccc(C=Nc2ccc(S(=O)(=O)Nc3ccccn3)cc2)c(OC)c1	0.0	-1.4
OCC(O)C(O)C(O)C1Nc2ccccc2S1 (stereo not given)	/	-14.1
CSC(N)=NN=Cc1c(O)ccc2ccccc12	26.3	/
Cn1c(CNC(=O)C2CCC2)nc2c1CN(S(=O)(=O)c1cccnc1)CC2	4.7	-10.5
CS(=O)(=O)N1CCCc2ccc(NC(=O)COc3ccc(Cl)cc3Cl)cc21	-9.3	-9.5
O=C(c1ccco1)N1CCN(C2CN(Cc3cn(Cc4ccccc4C(F)(F)F)nn3)S(=O)(=O)C2)CC1 (stereo not given)	6.2	-4.0
COc1ccc(-c2nnc(SCC(=O)NCc3ccccc3)n2-c2ccccc2)cc1OC	14.0	5.9
COc1ccccc1CNC(=O)CSc1nc2nc(C)c(Cc3ccccc3)c(C)n2n1	10.0	-2.5
Cc1cc(Cl)ccc1OCC(=O)N1CCCCC1c1nncn1C (stereo not given)	4.1	-7.4
CCCc1c(C(=O)NCCc2ccccn2)cnn1-c1ccc(Cl)cc1	/	-10.3
O=C1C(=Cc2ccco2)Oc2cc(OCc3ccccc3)ccc21	19.4	1.5
COc1cc(C(CC(=O)N2CCCC2)c2c(OC)cc(OC)c3ccc(=O)oc23)cc(OC)c1OC (stereo not given)	14.3	-0.9
Cc1ccc(S(=O)(=O)N=C2NC(=O)/C(=C/c3ccccn3)S2)cc1	5.0	0.5
O=C1CCCN1c1ccc(CSc2n[nH]c(=O)c3cc(-c4ccc(F)cc4)nn23)cc1	3.4	2.6
Nc1nc(SCc2cccc(C(F)(F)F)c2)ncc1C(=O)O	/	-162.5
Cc1ccc(C(=O)N2CCC(CC(=O)NCCCOC(C)C)CC2)cc1	8.6	-5.3
O=[N+]([O-])c1ccccc1S(=O)(=O)Nc1cc(Cl)ccc1Cl	12.0	5.2
COc1cc(OC)cc(N2CCN(C(=O)Cc3ccccc3)C(C)C2=O)c1 (stereo not given)	-3.1	-1.9
O=C(NCc1ccco1)c1ccc(Cl)cc1Cl	-5.0	-12.2
CCc1onc(C)c1C1CCCN1C(=O)c1c(C)noc1C (stereo not given)	-3.3	0.8
CCOc1ccccc1N(C)C(=O)c1nn(-c2ccc(OC)cc2OC)c(=O)c2ccccc12	1.0	-7.7
COc1ccccc1N1CCN(C(=O)C(C)Oc2ccc(Cl)cc2Cl)CC1 (stereo not given)	10.9	-1.1
O=C(NCCc1ccccc1)c1ccc(NC(=O)c2ncn[nH]2)cc1	1.1	1.5
CC1CC(O)(/C=C/C2(O)CCCCC2)C(C)CN1C (stereo not given)	-2.1	/
C=CCNC(=O)CN(c1ccc([N+](=O)[O-])cc1)S(=O)(=O)c1ccccc1	-1.3	-11.4
Cc1c(N=Cc2ccc(O)cc2O)c(=O)n(-c2ccccc2)n1C	16.0	-8.2
CC1C(=O)NCCN1C(=O)CSc1ccc(Cl)cc1 (stereo not given)	-16.6	-9.0
CCSc1nnc(-c2nn(C)c3c2CN(C(=O)c2ccccc2)CC3)n1C	-6.1	-1.8
C=CCNCCOc1ccc(Cl)cc1Br	-5.9	-1.8
Cc1ccc(C)c(NC(=O)N2CCC(c3cc(N)on3)CC2)c1	4.5	-0.5
O=C(NCCc1cccc(Cl)c1)c1ccccc1F	-6.8	6.1
COc1cccc(/C=c2\sc3nc(-c4cccc(Cl)c4)nn3c2=O)c1	0.0	15.0
O=C(CCN1C(=O)c2ccccc2C1=O)NCCC1=CCCCC1	-2.0	-2.1
Cc1cc(C)c2c(N)c(C(=O)Nc3nccs3)sc2n1	10.1	-5.7
CCOc1ccc(CC(=O)N2CCCC3(C2)Nc2cccnc2NC3=NC2CCCC2)cc1 (stereo not given)	11.4	-3.9
O=C1CCN(Cc2ccccc2)CCN1[C@H](COc1ccccc1)Cc1ccccc1	86.5*	-2.3
CCN(CC)Cc1c(O)ccc2c1OC(=Cc1ccc(C)cc1)C2=O	6.4	-21.5
Fc1ccc(CN2CCCCCC2)cc1Br	-0.1	-1.1
CCC(=O)N1CCN(c2ccc(Cl)cc2)C(=O)C1C (stereo not given)	-2.3	-1.2
Cc1ccc(O)c(N=Cc2cc3c(cc2[N+](=O)[O-])OCO3)c1	99.0*	-2.8
CCc1nn(-c2ccc(Cl)c(Cl)c2)c(CC)c1C(=O)N1CCN(CC)CC1	65.9*	-9.6
CC(C)c1nc(C#N)c(N2CCOCC2)o1	-4.5	/
c1ccc2oc(SCc3cn4ccccc4n3)nc2c1	5.0	1.4
Cc1cccc2c(C(N)=O)cc(N3CCN(C)CC3)nc12	-5.3	-6.0
O=C(Nc1nnc2ccccn12)c1ccccc1	2.7	-8.1
COCCNc1c2c(c(C#N)c3nc4ccccc4n13)CCCC2	3.0	5.3
COc1cccc(C(=O)Nc2c3c(nn2-c2ccc(F)cc2)CS(=O)(=O)C3)c1OC	4.0	-4.8
O=C(c1nnn2c1COC(c1ccc(F)cc1)C2)N1CCC2(CC1)OCCO2 (stereo not given)	-4.3	1.3
Cc1c(C)c(C)c(C(=O)CCc2cccc(NC(=O)C3CCC3)c2)c(C)c1C	/	3.4

The list continues:
SMILES	mHTT-CaM PPI inh	Pf apPOL inh
CN(C)c1ccc(C(CNS(=O)(=O)c2ccccc2Cl)N2CCOCC2)cc1 (stereo not given)	20.3	-6.9
COc1cccc(OC)c1-c1cc(C(=O)NC2(C(=O)O)C3CC4CC(C3)CC2C4)nn1-c1ccc(C(=O)N(C)CCCN(C)C)cc1C(C)C (stereo not given)	/	-11.5
O=C(NCc1ccc(F)cc1)C1CCCN(c2ccncc2)C1 (stereo not given)	-6.1	-1.0
O=C(Nc1ccc(NC(=O)c2ccc(Cl)cc2Cl)cc1Cl)c1ccco1	2.7	-5.6
NC(=O)NN=C1CCCc2ccccc21	/	-1.9
Cc1c(C)c2ccc(O)c(I)c2oc1=O	2.0	-4.8
CCC(=O)N1CCc2cc(N3CC(C(=O)NCc4ccco4)CC3=O)ccc21 (stereo not given)	-0.1	-8.3
COc1ccc(C2CC(C(F)(F)F)n3nc(C(=O)Nc4cc(C)ccc4C)cc3N2)cc1OC (stereo not given)	16.0	-3.1
Cc1cc(F)c(F)cc1C(=O)n1nnc2ccccc21	4.0	2.3
COc1c(Cl)cc(C(=O)Nc2c(C)cccc2C)cc1Cl	-6.6	-4.8
CN1C(=O)Cc2ccccc2C1C(=O)NC1CCCCC1 (stereo not given)	-0.5	-1.1
COC(=O)c1sc(-c2ccc(Cl)cc2)cc1NC(=O)c1cccnc1Oc1ccccc1	/	-5.6&6.2
COc1cccc(-c2cc(C(=O)N3CCCC3c3ccccc3F)on2)c1 (stereo not given)	-13.8	-1.0
COc1cccc2cc(C(=O)NC(C)=O)c(=Nc3cccc(C)c3)oc12	2.0	-5.2
O=C(COc1ccccc1Br)Nc1ccc(S(=O)(=O)Nc2ncccn2)cc1	3.0	-2.0
CC1(C)OCC2(CO1)CN(C(=O)CCC(=O)c1ccccc1)C2	0.9	-5.0
CS(=O)(=O)N1CCCC(C(=O)N(Cc2ccccc2)Cc2ccccc2)C1 (stereo not given)	-2.9	-4.2
COc1ccc2ncc(C#N)c(N3CCC(C(=O)Nc4ccc(C)cc4C)CC3)c2c1	-8.3	2.0
COc1ccc(Cl)cc1NC(=O)c1ccc([N+](=O)[O-])o1	4.4	5.1
O=C(Nc1c(C(=O)N2CCOCC2)cnn1-c1ccccc1)c1ccccc1	-0.8	0.2
CCSc1nc2c(c(=O)[nH]1)C(c1cccnc1)C1=C(CC(C)(C)CC1=O)N2 (stereo not given)	5.0	-5.0
COc1ccc(-c2c(C)c3cc(OCC(=O)OCc4ccccc4)ccc3oc2=O)cc1OC	-1.4	-0.8
Cc1ccc(NC(=O)CN2C(=O)NC3(CCCCC3)C2=O)c(C)c1	6.8	0.7
CSc1cccc2sc(N(CCN(C)C)C(=O)c3ccc(N(C)C)cc3)nc12	41.6	-2.6
O=C(NCc1cccs1)C(=O)NCC(c1cccc2ccccc12)N1CCCC1 (stereo not given)	1.8	-4.9
Cn1nc(-c2nc(C3CC3)no2)c2c1CCN(S(=O)(=O)c1ccccc1)C2	30.3	-0.3
OC(COCC12CC3CC(CC(C3)C1)C2)CN1CCCCC1 (stereo not given)	-5.8	-3.4
CCOc1cc(/C=C2/SC(=Nc3ccccc3Cl)NC2=O)ccc1O	53.0*	-4.9
COc1ccc(CC(C)(O)CNC(=O)C(C)(C)C)cc1 (stereo not given)	-2.3	-8.3
Nc1ccc[n+](Cc2ccccn2)c1	-10.6	/
O=C(CC1CCCCC1)N1CCCC(COc2ccc(C(=O)N3CCOCC3)cc2)C1 (stereo not given)	-0.9	-4.4
Cc1ccc(CCNC(=O)CN(C)S(=O)(=O)c2ccc3[nH]c4c(c3c2)CCCC4)cc1	59.2*	-2.6
CCC(C)NC(=O)c1ccc2nc(-c3ccccc3)cn2c1 (stereo not given)	-14.4	1.5
N[C@@H]1CONC1=O	/	2.0
CSc1nnc(COc2ccccc2)n1C	-6.7	/
COc1ccc(C(=O)N2CCCC(C)(C(=O)NCc3cccc(OC)c3)C2)cc1 (stereo not given)	-2.4	-1.8
CC(=O)Nc1ccc(OCC(=O)N2CCN(c3ncc(C(F)(F)F)cc3Cl)CC2)cc1	/	-29.6
CCCCOc1ccc(C(=O)Nc2cccc(C(=O)O)c2)cc1	-0.1	-3.3
COc1cccc2cc(-c3cc(=O)oc4cc(OC(=O)C(C)(C)C)ccc34)c(=O)oc12	1.2	-3.7
Cn1c(=O)c(N2CCN(C(=O)c3ccc(F)cc3Cl)CC2)nc2ccncc21	3.4	-5.3
COc1ccccc1CN1CCC(C)(O)C(N2CCCC2)C1 (stereo not given)	12.9	-1.8
COc1ccc(CCNc2nc(NC(C)(C)CO)nc(N3CCCC3)n2)cc1OC	10.0	-6.8
NC(=O)Cc1ccc(NC(=O)COc2ccccc2F)cc1	-18.1	-1.5
CCNC(=O)N1CCCC(c2cccc(C(=O)NCc3cccc(C)c3)c2)C1 (stereo not given)	-2.0	0.8
C=CCOc1ccc(/C=c2\sc3nc(-c4ccc(C)cc4)nn3c2=O)cc1	18.0	-6.3
c1cc(-c2nc(-c3ccc4c(c3)ncn4CCN3CCCCC3)no2)cs1	-6.3	1.2

Of the compounds above, these have a Cl atom:
SMILES	mHTT-CaM PPI inh	Pf apPOL inh
CS(=O)(=O)N1CCCc2ccc(NC(=O)COc3ccc(Cl)cc3Cl)cc21	-9.3	-9.5
Cc1cc(Cl)ccc1OCC(=O)N1CCCCC1c1nncn1C (stereo not given)	4.1	-7.4
CCCc1c(C(=O)NCCc2ccccn2)cnn1-c1ccc(Cl)cc1	/	-10.3
O=[N+]([O-])c1ccccc1S(=O)(=O)Nc1cc(Cl)ccc1Cl	12.0	5.2
O=C(NCc1ccco1)c1ccc(Cl)cc1Cl	-5.0	-12.2
COc1ccccc1N1CCN(C(=O)C(C)Oc2ccc(Cl)cc2Cl)CC1 (stereo not given)	10.9	-1.1
CC1C(=O)NCCN1C(=O)CSc1ccc(Cl)cc1 (stereo not given)	-16.6	-9.0
C=CCNCCOc1ccc(Cl)cc1Br	-5.9	-1.8
O=C(NCCc1cccc(Cl)c1)c1ccccc1F	-6.8	6.1
COc1cccc(/C=c2\sc3nc(-c4cccc(Cl)c4)nn3c2=O)c1	0.0	15.0
CCC(=O)N1CCN(c2ccc(Cl)cc2)C(=O)C1C (stereo not given)	-2.3	-1.2
CCc1nn(-c2ccc(Cl)c(Cl)c2)c(CC)c1C(=O)N1CCN(CC)CC1	65.9*	-9.6
CN(C)c1ccc(C(CNS(=O)(=O)c2ccccc2Cl)N2CCOCC2)cc1 (stereo not given)	20.3	-6.9
O=C(Nc1ccc(NC(=O)c2ccc(Cl)cc2Cl)cc1Cl)c1ccco1	2.7	-5.6
COc1c(Cl)cc(C(=O)Nc2c(C)cccc2C)cc1Cl	-6.6	-4.8
COC(=O)c1sc(-c2ccc(Cl)cc2)cc1NC(=O)c1cccnc1Oc1ccccc1	/	-5.6&6.2
COc1ccc(Cl)cc1NC(=O)c1ccc([N+](=O)[O-])o1	4.4	5.1
CCOc1cc(/C=C2/SC(=Nc3ccccc3Cl)NC2=O)ccc1O	53.0*	-4.9
CC(=O)Nc1ccc(OCC(=O)N2CCN(c3ncc(C(F)(F)F)cc3Cl)CC2)cc1	/	-29.6
Cn1c(=O)c(N2CCN(C(=O)c3ccc(F)cc3Cl)CC2)nc2ccncc21	3.4	-5.3
